Screens (PubChem)
FID counter: compounds displacing fluorescent DNA intercalator, primary screen, artefact control for HCV NS3 helicase inhibitor project, biochemical, FID fluorescence. DNA fluorescent intercalator displacement. inhibition, % at 7.9 µM. 290,000 compounds, 0.17% hits; in the data active = inhibition above about 37%;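 note: 0% = vehicle and 100% = reference compound; higher means more ethidium bromide displaced from hairpin DNA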
CRFBP-R2 block: antagonists of CRF-BP/CRF-R2 complex, primary screen, cell-based, HEK293, calcium dye fluorescence, uHTS; 350,000 compounds, 0.59% hits; inhibition, % at 11.8 µM; CRF-induced calcium fluorescence; AID 588475, 2011;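 active = inhibition of the ligand-induced calcium signal above about 50% at the single tested concentration, limit read from the data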
MEKK2wt PB1 HTS: modulators of MEK5 binding to wildtype MEKK2, primary screen, biochemical, multiplex bead flow cytometry, Alexa488-MEK5 | 290,000 compounds, 1.1% hits | Alexa488-MEK5 binding to MEKK2 WT; actives lie on both sides | Mitogen-activated protein kinase kinase kinase 2 (Homo sapiens), Q9Y2U5 | AID 1531, 2009 | binding response (% of control), % at 10 µM; in the data active = binding response below about 67% or above about 130%
SUMO HTRF inh: inhibitors of in vitro SUMOylation cascade, primary screen, biochemical, HTRF, uHTS; SUMO-conjugating enzyme UBC9 (Homo sapiens), P63279; HTRF SUMOylation assay, SAE1/SAE2 + UBC9; inhibition, % at 35 µM; 290,000 compounds, 0.36% hits; AID 2006, 2009; in the data active = inhibition above about 50%, passing the limit was not always enough; note: strong numbers were not always called active
Target sequence (P63279 whole entry, looked up): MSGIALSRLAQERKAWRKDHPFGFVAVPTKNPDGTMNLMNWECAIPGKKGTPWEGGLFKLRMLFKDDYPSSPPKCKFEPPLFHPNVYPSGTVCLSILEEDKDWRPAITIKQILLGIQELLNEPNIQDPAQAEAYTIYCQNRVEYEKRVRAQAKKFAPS
MEKK2 mut-MEK5: MEK5 binding signal on mutant MEKK2 PB1, primary screen, biochemical, multiplex bead flow cytometry, Alexa488-MEK5 | Alexa488-MEK5 binding to MEKK2 mutant | percent response, % at 10 µM | 290,000 compounds, 0.35% hits | AID 1530, 2009; in the data active = percent response above about 24%, passing the limit was not always enough; note: inactives centre near 1; some results filed as inactive read as strong as hits
GalR3 antagonist: GalR3 antagonists in HEK293 cells, primary screen, cell-based, fluorescence readout | 360,000 compounds, 0.44% hits | HEK293 GalR3-CNG cAMP membrane potential fluorescence; galR3 body fused to GalR1 C-terminus | inhibition, % at 3 µM | Galanin receptor type 3 (Homo sapiens), O60755 | AID 651719, 2012;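 active = inhibition above the screen-wide average plus 3 SD, cut at about 13% in these data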;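 note: forskolin and galanin both at EC90 stimulate the cells; cAMP rise reported by CNG channel membrane potential dye signal; 0% = forskolin plus galanin with DMSO and 100% = forskolin alone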
Target sequence (O60755 1-299 limits assumed): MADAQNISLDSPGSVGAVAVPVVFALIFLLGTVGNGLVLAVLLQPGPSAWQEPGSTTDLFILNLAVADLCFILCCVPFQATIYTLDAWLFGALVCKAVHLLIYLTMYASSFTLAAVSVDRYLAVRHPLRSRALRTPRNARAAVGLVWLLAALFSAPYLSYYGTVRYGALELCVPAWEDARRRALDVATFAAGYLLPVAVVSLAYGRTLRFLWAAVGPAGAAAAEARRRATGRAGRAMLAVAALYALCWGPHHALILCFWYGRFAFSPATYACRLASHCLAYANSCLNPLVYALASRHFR
CRFR2-BP ag: agonists of CRF-BP/CRF-R2 complex, primary screen, cell-based, HEK293, calcium dye fluorescence, uHTS. CRF-binding protein / CRF receptor 2 complex (human). calcium dye fluorescence (FLIPR); percent of saturating CRF peptide response. activation, % at 13.2 µM. 350,000 compounds, 0.46% hits. AID 588473, 2011;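 active = activation of at least 50%, plus an integration ratio under a set limit after plate pattern correction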;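 note: plate controls were neutral control wells without compound for no effect and CRF at EC100 for full effect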
MEKK3 PB1 HTS: modulators of MEKK3-MEK5 PB1 binding, primary screen, biochemical, wildtype MEKK3, multiplex bead flow cytometry, Alexa488-MEK5 | Mitogen-activated protein kinase kinase kinase 3 (Homo sapiens), Q99759 | bead-based flow cytometry, Alexa488-MEK5 binding to MEKK3; actives lie on both sides; 0 = blocked by unlabeled MEK5, 100 = vehicle | binding response (% of control), % at 10 µM | 290,000 compounds, 1.4% hits;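 active = binding response more than 3 SD above or below the average of its plate-row segment, actives on both sides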;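 note: Alexa488 bead fluorescence after subtracting the streptavidin-only scavenger bead signal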
Target sequence (Q99759 whole entry, looked up): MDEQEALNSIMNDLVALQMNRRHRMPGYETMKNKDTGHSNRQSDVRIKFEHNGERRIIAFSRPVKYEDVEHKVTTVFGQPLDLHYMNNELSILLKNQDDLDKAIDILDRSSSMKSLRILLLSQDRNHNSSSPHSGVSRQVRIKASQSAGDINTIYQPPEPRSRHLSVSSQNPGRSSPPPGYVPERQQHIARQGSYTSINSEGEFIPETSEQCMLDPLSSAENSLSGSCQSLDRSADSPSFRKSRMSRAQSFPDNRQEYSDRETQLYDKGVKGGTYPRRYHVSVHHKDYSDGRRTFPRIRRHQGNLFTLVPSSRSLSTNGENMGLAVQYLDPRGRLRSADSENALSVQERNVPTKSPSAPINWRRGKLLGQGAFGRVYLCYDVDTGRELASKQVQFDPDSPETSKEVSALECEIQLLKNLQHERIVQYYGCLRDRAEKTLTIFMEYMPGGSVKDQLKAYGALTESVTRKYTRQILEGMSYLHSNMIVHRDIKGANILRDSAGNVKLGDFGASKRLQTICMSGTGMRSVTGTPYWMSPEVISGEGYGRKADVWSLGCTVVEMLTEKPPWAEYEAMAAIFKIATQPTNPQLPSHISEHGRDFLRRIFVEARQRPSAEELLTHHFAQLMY
HCV NS3 hel inh: inhibitors of HCV NS3 helicase, primary screen, biochemical, Cy5 molecular beacon fluorescence; Hepatitis C virus NS3 helicase; NS3 helicase DNA unwinding; inhibition, % at 10.9 µM; 290,000 compounds, 0.56% hits;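 active = inhibition above the mean of all tested compounds plus 3 SD, set per campaign, cut at about 35% in these data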;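 note: 0% = DMSO wells and 100% = thioflavine S control wells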
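Measured by: Cy5 fluorescence, 0 and 60 min reads / Assay system: NS3 helicase fragment of HCV / Control set: low DMSO, high thioflavine S at 110 µM / Times: 1 h reaction at 25 °C, ATP-initiated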
The depositor's hits bear a star; / = not tested or not shown.

SMILES | FID counter | CRFBP-R2 block | MEKK2wt PB1 HTS | SUMO HTRF inh | MEKK2 mut-MEK5 | GalR3 antagonist | CRFR2-BP ag | MEKK3 PB1 HTS | HCV NS3 hel inh
CCn1c(=O)c(C(=O)CN(C)Cc2ccc(F)cc2)c(N)n(Cc2ccccc2)c1=O | 10 | -22 | 103 | 0 | -3 | -2 | -1.1 | 100 | -18
COc1ccc(C(CNc2ncnc3sccc23)N(C)C)cc1OC (centres undefined) | -5 | -1 | 101 | 16 | 2 | -9 | 2.2 | 100 | -5
CCOC(=O)N1CCC(n2c(=S)[nH]c3cc(OC)c(OC)cc3c2=O)CC1 | 2 | -1 | 98 | 14 | -1 | -2 | -0.4 | 103 | -5
CCOC(=O)N1CCC(N(CCOC)C(=O)Nc2ccc(C)c(C)c2)CC1 | -17 | -4 | 96 | -15 | 4 | -4 | -0.9 | 94 | 10
CCN(C(=O)C1CCCN(c2nc(-c3ccc(OC)cc3)no2)C1)c1ccccc1F (centres undefined) | -51 | 4 | 102 | 4 | 1 | 2 | 0.9 | 102 | -18
NC(Cc1c[nH]c2ccc(OCc3ccccc3)cc12)C(=O)O (centres undefined) | -27 | -25 | 99 | -12 | 4 | -10 | -1.3 | 103 | 29
COc1ccc(OCC(=O)Nc2c(C)ccc3nsnc23)cc1 | -8 | -14 | 97 | 0 | -4 | -2 | 0.8 | 98 | 5
O=C(CN1CCOCC1)Nc1ccc(NC(=O)c2ccccc2F)cc1 | -5 | -1 | 100 | 8 | 6 | -11 | -1.2 | 103 | 6
O=C(CSc1nnc(Cc2cccs2)n1Cc1ccco1)Nc1ccc(Br)cc1 | -26 | -1 | 102 | 40 | 1 | -4 | -0.8 | 107 | 3
CC(CS(=O)(=O)c1ccc2c(c1)NC(=O)CS2)C(=O)N1CCN(c2cccc(Cl)c2)CC1 (centres undefined) | -65 | -26 | 103 | 2 | 0 | -8 | -0.1 | 103 | -4
Cc1ccc(Nc2cc(C)nc3ncnn23)cc1 | -6 | 4 | 108 | -2 | 7 | -4 | -0.7 | 105 | -4
COCCNC(=S)N1CCc2cc(OC)c(OC)cc2C1COc1cc(C)cc(C)c1 (centres undefined) | -5 | 86* | 102 | -28 | 7 | -2 | 0.4 | 97 | 16
CSc1ccc(CCNC(=O)CN2C(=O)c3cccnc3Oc3ccc(C)cc32)cc1 | -42 | -6 | 97 | 9 | -2 | -5 | -3.0 | 98 | -6
O=C1c2ccsc2SCCN1Cc1ccccc1 | -7 | -1 | 114 | 1 | 16 | -7 | -0.1 | 111 | -3
CC(C)(C)Cc1nnc(NS(=O)(=O)c2ccccc2)s1 | -17 | -3 | 103 | -12 | -6 | -3 | 0.0 | 103 | 14
COc1ccc(S(=O)(=O)N(C)CC(=O)N2CCCC2)cc1Cl | -6 | 3 | 99 | -1 | -2 | 1 | -0.1 | 98 | 12
COc1cc(NC(=O)CCNS(=O)(=O)c2cc(Br)cnc2N)cc(OC)c1 | 4 | -8 | 100 | / | -10 | -10 | -1.6 | 98 | -4
COc1ccc2c(C)cc(=O)oc2c1C | 2 | -4 | 101 | 8 | 0 | 1 | -2.0 | 101 | -3
Cc1ccc(N(CC(=O)NCC2CCCO2)C(=O)CNS(=O)(=O)c2ccc(Cl)cc2)cc1 (centres undefined) | -41 | 6 | 100 | 2 | -2 | -9 | -1.4 | 96 | -4
COc1ccc(-n2c(=S)[nH]c3cc(C(=O)NC4CCCCC4)ccc3c2=O)c(OC)c1 | -3 | -7 | 90 | -4 | -13 | 0 | 0.1 | 91 | 0
Cn1c(N2CCC(C(N)=O)CC2)nc2c1c(=O)n(Cc1cccc(Br)c1)c(=O)n2C | -25 | -10 | 109 | 9 | 4 | -1 | -1.2 | 112 | -11
Cc1nn(-c2ccccc2)cc1/C=N/NC(=O)c1cccs1 | -13 | -4 | 86 | 13 | -29 | 0 | 0.8 | 85 | 5
CCOC(=O)c1c(C)nc2sccn12 | 2 | 1 | 96 | 17 | 1 | -5 | -0.2 | 93 | -3
O=C(c1cnn2c(C(F)F)cc(-c3ccccc3)nc12)N1CCN(Cc2ccc3c(c2)OCO3)CC1 | -24 | 2 | 105 | 18 | 7 | -1 | 0.1 | 103 | -7
Cc1ccc(NC(=O)Nc2cnccn2)cc1C | -9 | -5 | 95 | 4 | 9 | -3 | -0.2 | 102 | 9
COCCNC(=O)c1cc2cc3ccc(OC)cc3nc2o1 | -16 | -8 | 103 | 30 | 9 | -3 | 1.4 | 104 | 18
O=C(O)c1nn(CC(=O)N2CCN(c3ccccc3)CC2)c(=O)c2ccccc12 | -27 | 0 | 102 | 17 | 6 | 4 | 0.5 | 102 | 2
Cc1cccc(Nc2ccccc2C(=O)OCC(=O)NCc2ccco2)c1C | -25 | 33 | 97 | 38 | 2 | -2 | -0.2 | 100 | 6
O=C(Nc1ccc(N=Nc2ccccc2)cc1)c1ccccc1Cl | 2 | 12 | 100 | -1 | 7 | -3 | -1.5 | 97 | -3
CCOC(=O)c1ccc(NC2c3ncccc3C(=O)N2Cc2ccc(F)cc2)cc1 (centres undefined) | -30 | 5 | 100 | 22 | 4 | -7 | -3.5 | 101 | -7

Entries of single compounds from above. Values in the order: FID counter | CRFBP-R2 block | MEKK2wt PB1 HTS | SUMO HTRF inh | MEKK2 mut-MEK5 | GalR3 antagonist | CRFR2-BP ag | MEKK3 PB1 HTS | HCV NS3 hel inh
Cn1c(N2CCC(C(N)=O)CC2)nc2c1c(=O)n(Cc1cccc(Br)c1)c(=O)n2C is listed with -25 | -10 | 109 | 9 | 4 | -1 | -1.2 | 112 | -11
O=C(O)c1nn(CC(=O)N2CCN(c3ccccc3)CC2)c(=O)c2ccccc12 is listed with -27 | 0 | 102 | 17 | 6 | 4 | 0.5 | 102 | 2
O=C(Nc1ccc(N=Nc2ccccc2)cc1)c1ccccc1Cl is listed with 2 | 12 | 100 | -1 | 7 | -3 | -1.5 | 97 | -3

The results go on.
SMILES | FID counter | CRFBP-R2 block | MEKK2wt PB1 HTS | SUMO HTRF inh | MEKK2 mut-MEK5 | GalR3 antagonist | CRFR2-BP ag | MEKK3 PB1 HTS | HCV NS3 hel inh
CC1=C(C(=O)OCc2ccccc2)C(c2cccnc2)n2ncnc2N1 (centres undefined) | 3 | 44 | 99 | -1 | 1 | -3 | -3.0 | 96 | -4
N#Cc1ccc(NC(=O)CSc2cn[nH]n2)cc1 | -6 | -10 | 103 | -5 | -3 | -6 | -0.6 | 102 | 9
Cc1cccc2cc(CN(Cc3cccnc3)C(=O)c3ccccc3F)c(Cl)nc12 | -31 | 1 | 97 | 6 | -1 | -2 | -0.8 | 93 | -9
COc1ccc(Cl)cc1NC(=O)CN(C)Cc1ccc(OC)c(OC)c1 | 5 | 2 | 95 | 15 | -3 | -2 | -1.5 | 101 | 0
Cc1cc(C)cc(N(CC(=O)Nc2ccccc2-c2ccccc2)S(=O)(=O)c2ccccc2)c1 | -2 | -36 | 107 | -1 | 0 | -4 | 9.9 | 134* | 11
O=c1c2ccccc2oc2nc3ccn(Cc4ccncc4)c(=O)c3cc12 | 2 | / | 96 | 68* | 0 | / | / | 101 | 7
Cc1ccc(-c2cc(C(=O)n3cnc4ccccc43)c3ccccc3n2)cc1C | -3 | -16 | 97 | 7 | -2 | 2 | 0.9 | 99 | 6
C/C=C/COc1nc2c(c(=O)n(C)c(=O)n2C)n1C | -3 | -14 | 102 | -4 | 4 | -3 | -0.2 | 105 | 1
CCCn1c(SCC(=O)Nc2ccccc2CC)nnc1C(C)C | -18 | 8 | 108 | -14 | 9 | 2 | 1.4 | 113 | -4
COc1ccc(C(=O)Nc2nnc(C3=COCCO3)o2)cc1OC | -11 | 4 | 101 | 7 | 4 | 0 | 1.5 | 92 | 12
Cc1ccc(N2C(=O)C3ON(c4ccccc4)C(c4ccncc4)C3C2=O)cc1 (centres undefined) | -17 | -2 | 102 | -8 | -1 | -2 | -1.5 | 104 | 8
Cc1[nH]n(-c2ccccc2)c(=O)c1/C=N/NC(=O)c1ccoc1C | -1 | 5 | 102 | 23 | -1 | -2 | 5.7 | 108 | -5
Cn1nc(C(F)(F)F)c(-c2cccc(C(F)(F)F)c2)c1NC(=O)c1ccco1 | -11 | 19 | 95 | 10 | -3 | -5 | 1.6 | 101 | -23
COc1ccc(C2=NCCc3cc(OC)c(OC)cc32)cc1 | 11 | -15 | 102 | 39 | -3 | 1 | -0.4 | 102 | 9
O=C(Nc1ccc(Cl)cn1)c1ccc2ccccc2n1 | -5 | -13 | 97 | 12 | 6 | 1 | 3.9 | 100 | 2
O=C(c1ccc(F)cc1)C1CCN(C(=O)NC2CCCCC2)CC1 | -21 | -1 | 114 | 26 | 3 | -2 | -1.0 | 111 | 4
O=C(c1ccc(S(=O)(=O)N2CCCCC2)cc1)N1CCN(c2ccccc2F)CC1 | -1 | -17 | 101 | 23 | 0 | -5 | -4.4 | 106 | -2
Cc1ccc(OCC(=O)NNC(=O)c2cc3ccccc3o2)cc1C | -3 | -2 | 78 | 8 | -13 | -4 | -2.0 | 76 | 2
O=c1cc(CN2CCC(Cc3ccccc3)CC2)nc2sccn12 | 1 | 26 | 101 | -2 | -1 | -3 | -2.4 | 99 | -4
O=C(CN1CCCCCC1)Nc1cc([N+](=O)[O-])ccc1Cl | 1 | -5 | 102 | -2 | 2 | -7 | -1.6 | 102 | -1
CC(Oc1ccc2c3c(c(=O)oc2c1)CCCC3)C(=O)NCC1CCC(C(=O)O)CC1 (centres undefined) | -67 | -7 | 104 | 12 | 2 | 1 | 0.2 | 103 | 2
O=C(C1CCCN(Cc2ccc(Br)cc2)C1)N1CCCCC1 (centres undefined) | 3 | 1 | 115 | 14 | 15 | -11 | -1.4 | 115 | 3
Cc1c(NC(=O)C(C)OC(=O)CCC2CCCC2)c(=O)n(-c2ccccc2)n1C (centres undefined) | -12 | 26 | 107 | 0 | 0 | -7 | -0.6 | 104 | -3
CCCc1nc(SCC(=O)Nc2cc(C)on2)c2c(=O)n(C)c(=O)n(C)c2n1 | -1 | 19 | 120 | 16 | 19 | / | -2.4 | 112 | -5
O=C(NCc1ccco1)c1cc(-c2ccccc2)on1 | -9 | -20 | 93 | 28 | -10 | -6 | -1.3 | 88 | 9
C(=N\N1CCN(Cc2ccccc2)CC1)/c1ccc(-c2ccccc2)cc1 | 0 | -5 | 96 | 8 | -5 | -6 | 0.8 | 95 | -3
C/C=C(\C)CN1CCC(Oc2ccc(C(=O)NCc3ccccn3)cc2)CC1 | 0 | -1 | 108 | -4 | 6 | -1 | -0.7 | 102 | -2
COCC(=O)Nc1c(C(=O)N2CCCC2)oc2ccccc12 | -14 | -7 | 108 | 3 | 13 | -10 | -1.4 | 109 | -5
O=C(CN(CC1CCCO1)C(=O)CCC(=O)Nc1ccccn1)NCC1CCCO1 (centres undefined) | -6 | -22 | 89 | 7 | -6 | 2 | 0.1 | 84 | 5
O=C1CCC/C(=N/Nc2ccc(Cl)cc2)C1 | -4 | -23 | 92 | -7 | -1 | -4 | 4.1 | 92 | 13

The list is partial; the hit share may differ from the screen's.
